# KLK7 zymogen act – activators of human kallikrein-7 zymogen. P49862. purified proKLK7, EDANS-DABCYL substrate fluorescence; 100% is mature enzyme control, 0% vehicle. activation, % at 7 µM. hit rate 0.9% among 370,000. AID 652039;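 active = activation above the mean of all tested compounds plus 3 SD, computed per campaign excluding outliers beyond control limits, cut at about 13% in these data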
# Target sequence (P49862 whole entry, looked up): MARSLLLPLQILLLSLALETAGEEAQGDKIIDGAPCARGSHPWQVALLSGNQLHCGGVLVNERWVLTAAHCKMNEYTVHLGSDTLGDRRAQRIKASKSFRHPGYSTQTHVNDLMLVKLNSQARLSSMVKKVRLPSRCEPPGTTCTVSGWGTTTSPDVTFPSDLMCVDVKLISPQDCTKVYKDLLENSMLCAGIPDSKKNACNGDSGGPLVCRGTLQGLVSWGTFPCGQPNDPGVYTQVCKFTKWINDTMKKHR
# ASAP1 inh – ASAP1 ArfGAP inhibition | ASAP1-stimulated ARF1 GTP hydrolysis, GDP FP detection | inhibition, % at 16.5 µM | hit rate 0.19% among 360,000 | Q9ULH1 | AID 624377; in the data active = inhibition above about 25%;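 note: 0% = vehicle with enzyme and substrate and 100% = no enzyme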
# ADAM17 inh – inhibitors of human ADAM17; inhibition, % at 6.95 µM; recombinant ADAM17, EDANS/DABCYL FRET peptide cleavage; hit rate 0.83% among 370,000; AID 720648; P78536;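 active = inhibition above the mean of compounds lying between control limits plus 3 SD, set per campaign, cut at about 8.5% in these data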;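 note: 0% = DMSO-only wells as the low control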
# PLC-gamma1 inh – inhibitors of human phospholipase C gamma1. P19174. purified PLC-gamma1, fluorogenic substrate, fluorescence. inhibition, % at 12.2 µM. hit rate 0.84% among 370,000; in the data active = inhibition above about 9.5%
# TDP2 absorb – TDP2 (human) inhibition, absorbance primary screen | recombinant TDP2, T5PNP hydrolysis, p-nitrophenol absorbance 415 nm | O95551 | inhibition, % at 12.8 µM | hit rate 0.34% among 370,000 | AID 720702;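 active = inhibition above the mean of all tested compounds plus 3 SD, set per campaign, cut at about 25% in these data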;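 note: 0% = DMSO with enzyme and 100% = buffer with substrate but no TDP2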
#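 System – recombinant human TDP2 · Amount – 120 nM TDP2 per well · Buffer or medium – Mg2+-containing Tris-HCl buffer, pH 7.5 · Reagent – T5PNP substrate, 5 mM · Dosing – 12.8 µM single point, 1% DMSO · Incubation – 2 h at 37 °C · Measured by – epi absorbance · Read-out basis – percent inhibition · Benchmarks – high control without enzyme, low control DMSO plus TDP2 · Repeats – singlicate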
# ADAM10 inh – ADAM10 inhibition, QFRET primary screen; recombinant ADAM10, EDANS/DABCYL FRET peptide cleavage, 3 h; inhibition, % at 7 µM; hit rate 0.62% among 370,000;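 active = inhibition above a per-campaign cutoff equal to the mean of compounds falling between control-based bounds plus 3 SD, cut at about 20% in these data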;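 note: 0% = DMSO wells while the 100% control is not disclosed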
# Target sequence (O14672 214-748 limits assumed): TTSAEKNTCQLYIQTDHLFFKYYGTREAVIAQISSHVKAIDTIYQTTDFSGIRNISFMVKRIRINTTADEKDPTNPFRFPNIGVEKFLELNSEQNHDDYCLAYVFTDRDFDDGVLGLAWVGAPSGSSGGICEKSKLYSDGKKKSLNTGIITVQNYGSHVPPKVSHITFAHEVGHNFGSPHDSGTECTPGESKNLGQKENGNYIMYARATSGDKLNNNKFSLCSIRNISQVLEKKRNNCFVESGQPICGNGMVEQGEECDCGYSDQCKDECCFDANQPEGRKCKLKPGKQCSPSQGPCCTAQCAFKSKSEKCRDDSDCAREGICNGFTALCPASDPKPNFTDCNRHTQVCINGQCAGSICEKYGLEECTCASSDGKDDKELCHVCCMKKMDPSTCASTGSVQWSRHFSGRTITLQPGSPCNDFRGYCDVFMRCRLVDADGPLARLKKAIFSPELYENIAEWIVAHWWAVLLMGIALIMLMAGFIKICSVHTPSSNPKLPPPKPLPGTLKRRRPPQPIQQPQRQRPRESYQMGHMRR
# ARFGAP1 inhibitor – rat ARFGAP1 inhibition | Arfgap1-stimulated ARF1 GTP hydrolysis, GDP FP detection | Q62848 | inhibition, % at 16.5 µM | hit rate 0.26% among 360,000;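 active = inhibition above a per-plate limit, mean inhibition of low control wells plus 3 SD, cut at about 25% in these data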;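 note: 0% = DMSO wells with enzyme and 100% = wells lacking Arfgap1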
# Target sequence (Q62848 1-136 limits assumed): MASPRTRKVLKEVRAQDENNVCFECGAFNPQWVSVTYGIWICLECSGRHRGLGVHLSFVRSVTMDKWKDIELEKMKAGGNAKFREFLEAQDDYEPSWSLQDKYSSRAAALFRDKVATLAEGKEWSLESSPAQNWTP
#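 Replicates: Single well per compound | Assay system: Truncated rat Arfgap1 GAP domain | Control set: No-Arfgap1 wells (100%) versus DMSO full-reaction wells (0%) | Times: Enzyme reaction 120 min at 25 °C after 20 min preincubation | Reagent: Human ARF1(Δ1-17)-GTP substrate | Measured by: Tracer-displacement fluorescence polarization with EDTA stop, 620/688 nm | Measure: Percent inhibition of Arfgap1-stimulated GTP hydrolysis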
# Tn6 DDE FP – inhibitors of Tn6 peptide binding to human fibrin DD(E); hit rate 0.21% among 370,000; inhibition, % at 8.3 µM; Fibrin DD(E) TRITC-Tn6 fluorescence polarization displacement;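 active = inhibition above a per-campaign cutoff: mean of compounds within control limits plus 3 SD, cut at about 15% in these data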;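 note: 0% = median of all compound wells on the plate and 100% = blocking peptide control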
# LEDGF integ inh – blocks HIV-1 LEDGF/p75-dependent DNA integration. TR-FRET IN-LEDGF/p75 DNA integration, Eu/Cy5. inhibition, % at 3.7 µM. hit rate 0.64% among 370,000;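 active = inhibition above the screen-wide mean plus 3 SD, cut at about 13% in these data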;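 note: signal is the Cy5 over europium emission ratio at 671 and 618 nm; 0% = plate median of compound wells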
# Tn7 DDE FP – DD(E)-Tn7 binding inhibition, primary FP screen | P02675 | inhibition, % at 8.3 µM | hit rate 0.13% among 370,000 | FP displacement of FITC-Tn7 peptide from fibrin DD(E); 0% = median of compound wells per plate;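 active = inhibition above the mean of compounds falling within the control limits plus 3 SD of them, cut at about 14% in these data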;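 note: 0% = plate median of compound wells and 100% = 10 µM Aha-Tn7 peptide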
#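 Assay system: Human clot-derived fibrin DD(E) complex | Buffer or medium: Tris/NaCl/CaCl2 buffer, pH 7.8 | Repeats: One replicate per compound | Benchmarks: Aha-Tn7 high control | Measure: % inhibition scaled between sample-field median and high-control FP | Schedule: 10 min plus 3 h, room temperature | Signal: Fluorescence polarization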
# * marks the source's active call; other numbers are inactive results. This is a random part of the collection; any-hit rate near 4.2%.
KLK7 zymogen act	ASAP1 inh	ADAM17 inh	PLC-gamma1 inh	TDP2 absorb	ADAM10 inh	ARFGAP1 inhibitor	Tn6 DDE FP	LEDGF integ inh	Tn7 DDE FP	Compound
-0.3	4	1	0	4	0	-4	-2	2	-4	O=C(CNC(=O)c1n[nH]c2ccccc12)Nc1cc(Cl)ccc1Cl
0.5	5	-1	0	-2	2	-3	-1	1	-1	COc1ccc(NC(=O)NCc2cccn2C)c(OC)c1
0.5	4	-1	4	-5	-1	5	0	0	3	O=[N+]([O-])/C=C1\CCCCCN1
0.3	7	-2	-6	-7	-13	-7	1	0	0	O=C(NCCCNC1CCCCC1)c1ccc(/C=N/O)nc1
0.6	-4	2	-1	-1	5	5	2	-2	-11	CS(=O)(=O)c1ccccc1COC(=O)Nc1ccc(Cl)cc1
0.5	-6	-2	1	1	1	6	4	-1	-2	COc1ccc(CCNC(=O)CSc2ccc(-c3ccco3)nn2)cc1OC
0.0	-21	-5	-3	4	-5	-8	4	0	3	CC(C)(C)OC(=O)N1CCC[C@H]1C(=O)N/N=C/c1ccc2ncccc2c1
0.4	-11	1	4	5	6	3	5	2	-7	CCOc1ccc(C(=O)NC2CC(C)(C)NC(C)(C)C2)cc1
0.0	-5	-5	-3	0	-29	4	13	-1	-4	CC(C)Cn1c(=O)c2c(nc3n2CCCN3Cc2ccccc2)n(C)c1=O
0.4	17	5	3	-10	20	12	-36	-5	-16	COc1ccc(Nc2oc(COc3ccccc3OC)nc2C#N)cc1
-0.1	1	-2	-16	-1	-2	-3	-5	2	-6	COc1cc([N+](=O)[O-])ccc1N/C=C/C(=O)c1cccs1
1.4	1	-17	-46	5	-56	-5	1	0	6	COC(=O)c1ccc(NS(=O)(=O)c2ccccc2)o1
-0.8	3	-1	0	-2	3	9	1	2	9	CC(C)C(=O)OC1CCS(=O)(=O)c2sccc21 (configuration not stated)
-0.2	1	-2	0	7	1	-3	1	-1	-1	COc1ccc(S(=O)(=O)N2Cc3ccccc3CC2C(=O)N2CCOCC2)cc1 (configuration not stated)
-0.3	-11	-7	-10	-5	-23	-7	-2	2	-1	Cc1ccc(-n2c(=O)[nH]c3cc(C(=O)NC4CCN(Cc5ccccc5)CC4)ccc3c2=O)cc1
0.6	6	-22	-82	16	-51	-19	-7	-2	-1	CCOc1ccccc1CN1CCN(Cc2ccc3cccc(OC)c3n2)CC1CCO (configuration not stated)
0.0	-7	-3	6	0	2	9	-1	3	0	Cc1cc(C)cc(NC(=O)CN2CCN(C(=O)C3CCCO3)CC2)c1 (configuration not stated)
0.4	1	-2	3	-1	1	-4	-1	3	2	Cc1cc2occ(CC(=O)N(CC(C)C)c3c(N)n(Cc4ccccc4)c(=O)[nH]c3=O)c2cc1C
0.4	4	-4	3	1	-2	2	-2	1	-2	CC(C)C[C@H](NC(=O)c1nc[nH]c1C(=O)N1CCNCC1)C(=O)OCc1ccccc1
-0.5	-4	-2	-1	-4	-7	-6	4	-6	5	COc1ccc(C(C(=O)NC2CCCCC2)N(Cc2ccco2)C(=O)CNC(=O)c2ccco2)cc1 (configuration not stated)

# Additional structures follow:
KLK7 zymogen act	ASAP1 inh	ADAM17 inh	PLC-gamma1 inh	TDP2 absorb	ADAM10 inh	ARFGAP1 inhibitor	Tn6 DDE FP	LEDGF integ inh	Tn7 DDE FP	Compound
0.6	-5	-1	1	10	-1	5	3	1	4	CCC(C)NC(=O)C1=C(C)C(=O)OC12CCC(C)CC2 (configuration not stated)
0.4	7	1	-1	-11	1	0	6	4	-4	O=C(NCCS(=O)(=O)N1CCN(c2cccc(Cl)c2)CC1)c1ccco1
0.2	6	13*	3	-7	23*	9	6	-2	4	Cc1ccc(Oc2cc(NC(=O)CCCn3nc([N+](=O)[O-])cc3C)cc([N+](=O)[O-])c2)cc1
0.1	-20	-1	1	6	2	5	-1	1	-4	O=C(COC(=O)c1cc(S(=O)(=O)N2CCOCC2)ccc1F)NC1CC1
0.4	4	0	0	4	-2	-21	5	2	4	Cc1ccc(S(=O)(=O)NCCC(=O)NNC(=O)COc2ccccc2Cl)cc1C
-0.3	6	-4	6	3	-1	9	0	1	0	Cn1c(=O)c2c(ncn2Cc2ccc(Cl)c(Cl)c2)n(C)c1=O
-3.3	-7	-105	-47	3	-259	7	-6	7	1	CN1CCc2c1nc1ccccc1c2NC(=O)CN1CCCC1
2.3	2	-121	-28	10	-337	-5	4	2	-5	COCc1cc(C)nc(NC2CC(C)(C)NC(C)(C)C2)c1C#N
0.2	-10	-3	0	0	-3	-6	5	-5	5	O=C(c1c[nH]c2ccccc12)C(O)C(c1ccccc1)N1CCOCC1 (configuration not stated)
-0.7	10	-1	1	-5	5	2	-3	-6	2	COc1ccc(OC)c(S(=O)(=O)NCc2cn3ccsc3n2)c1
-0.1	6	-2	4	3	9	-5	-6	-3	2	Cc1sc2nc(CN3CCOCC3)nc(Oc3ccc(NC(=O)c4ccco4)cc3)c2c1C
-0.5	7	1	1	4	-3	8	2	5	-4	CCC(=O)c1ccc(OCC(=O)OCC(=O)Nc2c(C)n(C)n(-c3ccccc3)c2=O)cc1
0.1	7	-3	3	1	0	-5	9	3	0	O=C(NCCCN1CCOCC1)/C(=C/c1cccs1)NC(=O)c1ccccc1
-1.3	12	-2	0	14	1	-3	-1	-1	5	COC(=O)CC(NC(=O)c1ccc(C)cc1)c1ccc2c(c1)OCO2 (configuration not stated)
-0.4	-12	-3	-2	6	-8	1	-3	2	0	O=C(CCn1cccc1)NC1CCCc2ccccc21 (configuration not stated)
0.3	-14	-5	-4	-7	-2	1	-3	3	-2	CC(C)N(C(=O)NC(=O)NCC1CCCO1)S(C)(=O)=O (configuration not stated)
0.5	10	3	1	-7	7	-3	1	0	-3	CC(C)(C)OC(=O)NCc1ccc(CNC(=O)c2nc[nH]c2C(=O)N2CCc3ccccc3C2)cc1
0.2	2	-6	2	-6	-6	1	-3	2	-5	NS(=O)(=O)c1cccc(C(=O)NC2CCSc3ccccc32)c1 (configuration not stated)
0.3	5	-2	0	1	7	3	-2	2	-2	Cc1ccc(NC(=O)CSc2nnc(C)c(=O)n2N)cc1
-1.5	-8	-1	1	3	2	-23	7	0	-6	O=C(N/N=C/c1cccc2cccnc12)[C@H]1C[C@@H]1c1ccccc1

# Ordered by value in Tn6 DDE FP (falling): some entries from above
KLK7 zymogen act	ASAP1 inh	ADAM17 inh	PLC-gamma1 inh	TDP2 absorb	ADAM10 inh	ARFGAP1 inhibitor	Tn6 DDE FP	LEDGF integ inh	Tn7 DDE FP	Compound
0.1	7	-3	3	1	0	-5	9	3	0	O=C(NCCCN1CCOCC1)/C(=C/c1cccs1)NC(=O)c1ccccc1
-1.5	-8	-1	1	3	2	-23	7	0	-6	O=C(N/N=C/c1cccc2cccnc12)[C@H]1C[C@@H]1c1ccccc1
0.4	4	0	0	4	-2	-21	5	2	4	Cc1ccc(S(=O)(=O)NCCC(=O)NNC(=O)COc2ccccc2Cl)cc1C
0.1	-20	-1	1	6	2	5	-1	1	-4	O=C(COC(=O)c1cc(S(=O)(=O)N2CCOCC2)ccc1F)NC1CC1

# The list continues.
KLK7 zymogen act	ASAP1 inh	ADAM17 inh	PLC-gamma1 inh	TDP2 absorb	ADAM10 inh	ARFGAP1 inhibitor	Tn6 DDE FP	LEDGF integ inh	Tn7 DDE FP	Compound
0.5	0	-5	0	-3	-4	-8	-9	-6	2	COc1ccc(SCC(=O)Nc2ccccc2Cl)cc1
-0.4	3	-1	2	5	-2	-11	-1	2	1	Cc1ccc(CNC(=O)/C=C/c2ccc(S(=O)(=O)N3CCOCC3)cc2)cc1
0.5	0	-1	-4	3	-4	11	4	1	-5	CCc1nnc(NC(=O)c2ccc(OCc3c(C)noc3C)c(OC)c2)s1
0.2	6	8	4	-10	9	6	3	2	-5	COc1ccc(-n2sc3c(c2=S)-c2cc(OC)ccc2NC3(C)C)cc1
0.3	4	0	3	1	-1	1	5	-1	5	COc1ccc(C2c3ccsc3CCN2C(=O)NC(C)(C)C)cc1 (configuration not stated)
0.4	10	3	5	-5	1	-5	-1	4	8	Cc1cccnc1NC(=O)c1cccc(NC(=O)CC2SC(N3CCCCC3)=NC2=O)c1 (configuration not stated)
0.3	-1	-4	-4	3	-2	-5	6	-2	-2	CN(CC(=O)Nc1c(Cl)cccc1Cl)C(=O)C1=COCCO1
-0.3	-13	-6	1	-9	7	4	-1	-3	9	CC(C)n1cc(C(N)=S)c(=O)n(Cc2ccccc2)c1=O
-0.2	18	-1	2	-3	0	-7	-7	1	-1	CC1CCCCN1C(=O)CSc1ccc(-c2ccc(F)cc2)nn1 (configuration not stated)
-14	-8	-12	-6	2	-19	3	-3	-3	7	Cc1cc(N2CCN(S(=O)(=O)c3ccccc3)CC2)nc2c(C)cccc12

# Rewritten as labelled records: entries from further up
> COc1ccc(C2c3ccsc3CCN2C(=O)NC(C)(C)C)cc1 (configuration not stated)
  KLK7 zymogen act: 0.3	ASAP1 inh: 4	ADAM17 inh: 0	PLC-gamma1 inh: 3	TDP2 absorb: 1	ADAM10 inh: -1	ARFGAP1 inhibitor: 1	Tn6 DDE FP: 5	LEDGF integ inh: -1	Tn7 DDE FP: 5

> Cc1cccnc1NC(=O)c1cccc(NC(=O)CC2SC(N3CCCCC3)=NC2=O)c1 (configuration not stated)
  KLK7 zymogen act: 0.4	ASAP1 inh: 10	ADAM17 inh: 3	PLC-gamma1 inh: 5	TDP2 absorb: -5	ADAM10 inh: 1	ARFGAP1 inhibitor: -5	Tn6 DDE FP: -1	LEDGF integ inh: 4	Tn7 DDE FP: 8

> CN(CC(=O)Nc1c(Cl)cccc1Cl)C(=O)C1=COCCO1
  KLK7 zymogen act: 0.3	ASAP1 inh: -1	ADAM17 inh: -4	PLC-gamma1 inh: -4	TDP2 absorb: 3	ADAM10 inh: -2	ARFGAP1 inhibitor: -5	Tn6 DDE FP: 6	LEDGF integ inh: -2	Tn7 DDE FP: -2

> CC(C)n1cc(C(N)=S)c(=O)n(Cc2ccccc2)c1=O
  KLK7 zymogen act: -0.3	ASAP1 inh: -13	ADAM17 inh: -6	PLC-gamma1 inh: 1	TDP2 absorb: -9	ADAM10 inh: 7	ARFGAP1 inhibitor: 4	Tn6 DDE FP: -1	LEDGF integ inh: -3	Tn7 DDE FP: 9
